14-3-3g Raf – alters human 14-3-3 gamma binding to Raf peptide; P61981; FP, 14-3-3gamma / TMR-pS259-Raf peptide binding; inhibition, % at 40 µM; 160,000 tested, 0.19% active; AID 422; in the data active = inhibition above about 30%;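 note: 0% = protein plus tracer without compound and 100% = blank with tracer alone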
Target sequence (P61981 whole entry, looked up): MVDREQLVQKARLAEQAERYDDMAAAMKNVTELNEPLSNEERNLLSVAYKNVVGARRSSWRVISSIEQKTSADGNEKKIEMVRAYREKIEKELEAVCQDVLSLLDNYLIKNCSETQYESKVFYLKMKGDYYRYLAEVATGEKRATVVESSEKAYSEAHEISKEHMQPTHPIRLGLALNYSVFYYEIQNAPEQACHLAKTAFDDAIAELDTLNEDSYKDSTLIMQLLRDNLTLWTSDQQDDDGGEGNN
* hit, by the source's call; & = joins results of further samples. A portion of the library (hit frequency here may not be typical).

SMILES | 14-3-3g Raf
COc1ccc(C2C(C(=O)Nc3ccc(C)c(F)c3)CCC(=O)N2c2cc(OC)c(OC)c(OC)c2)cc1 (stereo not given) | -3
Nc1ccc(C(=O)OCc2nc3cc4ccccc4cc3[nH]2)cc1 | -9
CCCC12CCC(c3ccc(C#N)cc3)(CC1)CC2 | -4
Cc1ccc(NC(=O)CCS(=O)(=O)c2cc(Br)cc3c2N(C(=O)C2CC2)CC3)cc1Cl | 6
COc1ccc(S(=O)(=O)NCc2ccco2)c2ccccc12 | -4
CCOC(=O)C1CCCN(Cc2ccc(O)c(OC)c2)C1 (stereo not given) | -1
CCCCn1cc(C(=O)O)c2ccccc2c1=O | -7
O=C(Nc1ccc([N+](=O)[O-])cc1Cl)c1ccc(Br)o1 | -2
O=C(Cn1cnc2c(nnn2Cc2ccc(F)cc2)c1=O)NC1CCCC1 | 4
Cc1ccc(C(=O)Nc2sc3c(c2C#N)CCC3)cc1S(=O)(=O)N1CCCCC1 | -45
COc1cc(OC)c(NC(=O)Cc2c(C(=O)O)n(C)c3ccc(C)cc23)cc1Cl | -6
O=C(COc1ccc2ccccc2c1)Nc1ccc(-c2nc3ccccc3s2)cc1 | -10
COc1ccc(C(=O)Nc2nc(-c3ccc(-c4ccccc4)cc3)cs2)c(OC)c1 | -3
Cc1c(C(=O)NC2CCCCC2)oc2ccc(S(=O)(=O)N(C)C3CCCCC3)cc12 | -1
CC(=O)Oc1ccc(C2Nc3ccc(C(C)=O)cc3C3C=CCC32)cc1 (stereo not given) | -107
O=C(CCS(=O)(=O)c1cccs1)N1CCCCCC1 | -4
Nc1ncnc2c1ncn2CC(O)CO (stereo not given) | 15
COc1ccc(C(=O)Nc2cc3nn(-c4ccccc4)nc3cc2C)cc1[N+](=O)[O-] | -77
CC(=O)Nc1ccccc1C(=O)C(=O)N1CCCCC1 | -12
COc1cc(C2C(C#N)=C(N)Oc3n[nH]c(-c4ccncc4)c32)cc(OC)c1OC (stereo not given) | 0

Molecules shown so far that contain a furan ring, fused or not (3):
SMILES | 14-3-3g Raf
COc1ccc(S(=O)(=O)NCc2ccco2)c2ccccc12 | -4
O=C(Nc1ccc([N+](=O)[O-])cc1Cl)c1ccc(Br)o1 | -2
Cc1c(C(=O)NC2CCCCC2)oc2ccc(S(=O)(=O)N(C)C3CCCCC3)cc12 | -1

New compounds follow.
SMILES | 14-3-3g Raf
Cc1ccc(C)c(NC(=O)c2ccccn2)c1 | 3
Cc1ccc(NC(=O)c2nn(-c3ccc(Cl)cc3)c(=O)c3ccccc23)cc1F | -3
O=C(C1CCCC1)N1CCN=C1SCc1cccc(C(F)(F)F)c1 | 0
Cc1cc2ncn(CC(O)COc3cccc(C(=O)O)c3)c2cc1C (stereo not given) | 2
CCOC(=O)C1=C(C)NC(C)=C(C(=O)OC)C1c1ccco1 (stereo not given) | 5
O=c1c2ccccc2nnn1CSc1nnc2ccccn12 | 0
Cc1cccc(-n2c(Cn3ccc(C)n3)n[nH]c2=S)c1 | 6
Cc1csc(Cn2c(CN(C)C)nc3ccccc3c2=O)n1 | -6
Oc1cc(NCc2cccnc2)ccc1-c1nc2ccccc2o1 | -5
C=CCSc1nnc2n(-c3ccccc3)c(=O)c3c4c(sc3n12)CCCC4 | 5
O=C(Nc1c2c(nn1-c1ccc(F)cc1)CS(=O)(=O)C2)c1cc2ccccc2oc1=O | -4
Cc1nc(-c2ccccc2)c(-c2ccccc2)s1 | 3
COc1ccc(Cc2cnc(NC(=O)c3cccc([N+](=O)[O-])c3)s2)cc1 | -13
CS(=O)(=O)N(CC(=O)N1CCCCC1)c1sc2c(c1C#N)CCCC2 | 5
COCCN(C(=O)c1ccccc1)c1nnc(-c2cccnc2)s1 | -4
Cc1ccc(-n2c(SCc3cc(C)ccc3C)nc3c(c2=O)SCC3)cc1 | -4
CCCN1C[C@H](CSC)C[C@@H]2c3cccc4[nH]cc(c34)C[C@H]21 | 1
COc1cccc(C2=NN(C(=O)c3cccc(Cl)c3)C(O)(C(F)(F)F)C2)c1 (stereo not given) | 2
CCCc1cc2c(=O)c(-c3ccc(C(=O)OCC)o3)c(C)oc2cc1OC | -23
CC1(C(=O)O)CC(C)(C(=O)O)CC(C)(C(=O)O)C1 (stereo not given) | 6

Quoted at random: 4 records from the list.
SMILES | 14-3-3g Raf
CCCc1cc2c(=O)c(-c3ccc(C(=O)OCC)o3)c(C)oc2cc1OC | -23
O=C(Nc1c2c(nn1-c1ccc(F)cc1)CS(=O)(=O)C2)c1cc2ccccc2oc1=O | -4
COc1ccc(C(=O)Nc2cc3nn(-c4ccccc4)nc3cc2C)cc1[N+](=O)[O-] | -77
O=C(Nc1ccc([N+](=O)[O-])cc1Cl)c1ccc(Br)o1 | -2

Arranged by the number under 14-3-3g Raf (largest number first): 3 from the list above.
SMILES | 14-3-3g Raf
Cc1nc(-c2ccccc2)c(-c2ccccc2)s1 | 3
COc1ccc(S(=O)(=O)NCc2ccco2)c2ccccc12 | -4
O=C(COc1ccc2ccccc2c1)Nc1ccc(-c2nc3ccccc3s2)cc1 | -10

New compounds follow.
SMILES | 14-3-3g Raf
COc1ccc(OC)c(NC(=O)CSC2=NCCS2)c1 | -12
CC1=C(C(=O)OCCc2ccccc2)C(c2ccccc2C(F)(F)F)NC(=O)N1C (stereo not given) | 5
CNc1nc(C)c(C(=O)OCC(=O)OC)s1 | -5
COc1cc(NC(=O)c2ccc3c(=O)n(Cc4cccc(Br)c4)c(=S)[nH]c3c2)cc(OC)c1OC | -3
CCOC(=O)N(Cc1ccccc1)C(C(=O)O)C(C(=O)O)N(Cc1ccccc1)C(=O)OCC (stereo not given) | 9
CC12CCC(C(=O)NCc3cccnc3)(OC1=O)C2(C)C (stereo not given) | 5
CCS(=O)(=O)Nc1ccccc1 | -11
Cc1ccc(C2CC(C(F)(F)F)n3nc(C(=O)N4CCN(c5ccccc5)CC4)cc3N2)cc1 (stereo not given) | -22
CC(O)c1nc2ccccc2n1Cc1ccc2ccccc2c1 (stereo not given) | -3
Cc1ccc2[nH]c3c(cc(O)c4c(=O)c5ccccc5c(=O)c43)sc2c1 | -29
COC(=O)c1cccc(NC(=O)c2nn(C(C)C)c(=O)c3ccccc23)c1 | 3
Cc1cccc(-n2nc3c(c2NC(=O)Cc2ccc(F)cc2)CS(=O)C3)c1C (stereo not given) | -3
CC(C)(C)c1nnc(Nc2cccc(F)c2)[nH]c1=O | 9
O=C(CC(Nc1cccc(Br)c1)c1ccc(Cl)cc1)c1ccccc1 (stereo not given) | 4
COc1ccccc1NS(=O)(=O)c1cccc2cccnc12 | 0
O=C(c1ccc(Cl)cc1)N1N=C(C(F)(F)F)CC1(O)c1ccc(F)cc1 (stereo not given) | -13
COc1ccc(-c2nc3cc(N=Cc4cccc(OC)c4O)ccc3o2)cc1 | -58
C=CCSc1nc(N)c(C(=O)Nc2ccccc2C)cc1C(N)=O | 18
CCOC(=O)c1c(NC(=O)c2ccccc2NS(=O)(=O)c2ccc(C)cc2)sc2c1CCCC2 | -23
O=C(c1coc(=O)c(Br)c1)N1CCOCC1 | -13
CC(C)COC(=O)NCCCOC(=O)Nc1ccccc1 | 6
COc1ccc(NC(=O)c2cc(C(C)C)on2)cc1OC | -13
COc1ccccc1-c1c(C)nn2c(N3CCN(c4ccccc4OC)CC3)cc(C)nc12 | -1
CCc1ccc(NC(=O)c2ccc(F)c(S(=O)(=O)NC3CCCCC3C)c2)cc1 (stereo not given) | -5
CC(C)C(=O)NC(c1ccc(C(C)C)cc1)c1cc(Cl)c2cccnc2c1O (stereo not given) | 4
O=C(Cn1cc2c(n1)CCCCC2)NCCN1CCOCC1 | 3
CCN(CCCNC(=O)c1cc(-c2cccnc2)nc2ccccc12)c1cccc(C)c1 | -15
CN1C(=O)c2ccccc2C(C(=O)NCCN2CCOCC2)C1c1cccs1 (stereo not given) | 6
COc1cccc(CN2CCN(C(=O)c3cccs3)CC2)c1 | -69
Cc1ccc(CNC(=O)c2cc(=O)[nH]c3ccc(S(=O)(=O)N4CCOCC4)cc23)cc1 | 9
CC1CCN(S(=O)(=O)c2ccc(Cc3ccc(S(=O)(=O)N4CCC(C)CC4)cc3)cc2)CC1 | 2
O=C1c2ccccc2-c2nc3ncnn3c(-c3ccccc3Cl)c21 | 0
CC(C)N(Cc1cc2ccccc2[nH]c1=O)C(=O)C1CCCCC1 | 1
O=C(O)CC1SC(=Nc2cccc(O)c2)NC1=O (stereo not given) | -7
CCCn1c(=O)[nH]c(=O)c2c1nc(-c1ccccc1OC(F)F)n2CCOC | 4
CC(C)C[C@H](NC(=O)Nc1cccc(Cl)c1)C(=O)O | -5
CCC(C)(C(=O)NC1CCCCC1)N(Cc1cccs1)C(=O)c1ccccn1 (stereo not given) | 2
CC(=O)N1CCc2cc(S(=O)(=O)NC(CC(C)C)C(=O)Nc3cccc(C(F)(F)F)c3)ccc21 (stereo not given) | -3
COc1ccc(-c2cc(C(=O)OCC(=O)N(C)C)c3ccccc3n2)cc1 | -4
N#Cc1nc(-c2ccc(OCc3ccccc3)cc2)oc1N1CCOCC1 | 5
CCOC(=O)COc1cc2c(C(=O)OCC)c(C)oc2cc1Br | -2
O=C1c2ccccc2NC(c2ccccc2O)N1Cc1ccco1 (stereo not given) | 2
CCOC(=O)c1cnc2ccc(Cl)cc2c1Nc1ccc(OCC)cc1 | -8
CCc1nc2ccc(C(=O)NCC3COc4ccccc4O3)cc2nc1CC (stereo not given) | -5
CCOC(=O)c1c(N=Cc2cc(Br)c(O)c([N+](=O)[O-])c2)sc2c1CCCC2 | -10
O=C(O)c1ccc(N2CCN(c3cccc(Cl)c3)CC2)c([N+](=O)[O-])c1 | -7
O=C(CSc1nc(NCc2ccc3c(c2)OCO3)c2ccccc2n1)c1ccccc1 | 3
Cc1cccc(N2CCN(C(=O)CSCc3ccccc3Cl)CC2)c1C | -4
OC12CCCCC1C(c1ccc3c(c1)OCO3)N(Cc1ccc(F)cc1)CC2 (stereo not given) | -8
CCOC(=O)c1c(-c2ccncc2)csc1N | 2
Cc1ccccc1NC(=O)c1cncc(Br)c1 | -4
CN1CC2(C)CN(C(c3ccccc3)c3ccccc3)CC(C)(C1)C2O (stereo not given) | -7
CC(=O)c1cccc(NC(=O)c2sc3ccccc3c2Cl)c1 | -2
O=C(NCc1ccc(F)cc1)C1CCC(CNS(=O)(=O)c2ccccc2)CC1 (stereo not given) | -4
COCCn1c(N(C)Cc2ccccc2)nc2c1c(=O)n(C)c(=O)n2C | -10
CC1CCCCC1NC(=O)c1cc2ccccc2o1 (stereo not given) | -12
CC(=O)c1cccc(NC(=O)c2ccc(N3CCCCC3c3cccnc3)c([N+](=O)[O-])c2)c1 (stereo not given) | -8
COc1ccc(C2=NN(C(C)=O)C(c3ccccc3OCc3ccccc3)O2)cc1 (stereo not given) | 0
Cc1ccc(S(=O)(=O)C2(C(=O)Nc3ccccc3C)CC2)cc1 | -7
CNC(=O)CC12CC3CC(CC(C3)C1)C2 | -6

The final two entries of the section above are carried over, then new ones follow:
SMILES | 14-3-3g Raf
Cc1ccc(S(=O)(=O)C2(C(=O)Nc3ccccc3C)CC2)cc1 | -7
CNC(=O)CC12CC3CC(CC(C3)C1)C2 | -6
CC(=O)Nc1cccc(NC(=O)c2oc(=O)c3ccccc3c2-c2ccc(C)cc2)c1 | -1
CCOC(=O)c1c(N)c(C#N)c2n1CCCCC2 | -6
CC1CCCC(C)N1C(=O)c1nn2c(c1Cl)NC(c1ccco1)CC2C(F)(F)F (stereo not given) | -8
COc1ccc(N2CCN(CCNS(=O)(=O)c3cc(Br)cc4c3N(C(C)=O)CC4)CC2)cc1 | -5
C#CC(C)(C)NC(=O)c1cccnc1 | 0
Cn1cnnc1SCC(=O)N1c2ccccc2C(C)(c2ccccc2)CC1(C)C (stereo not given) | -9
COc1ccc(OC)c(Nc2nc(-c3ccccc3F)nc3ccccc23)c1 | 6
Cn1c(=O)c2c(ncn2CC=Cc2ccccc2)n(C)c1=O | 2
CCOc1ccc2nc(NC(=O)C(CC)Sc3nc(C)cc(=O)[nH]3)sc2c1 (stereo not given) | -8
O=[N+]([O-])c1ccc(O)c(C=Nc2ccc3oc(Cc4ccc(Cl)cc4)nc3c2)c1 | -24
O=C(C1CCC1)N1CCc2cc(S(=O)(=O)NCc3ccccc3Cl)ccc21 | 2
CC(C)Cn1c(SCC(=O)N2CCN(S(=O)(=O)c3ccccc3)CC2)nc2ccccc21 | 0
CCOC(=O)CN1CC23C=CC(O2)C(C(=O)NC2CCCCC2)C3C1=O (stereo not given) | -3&-1
CCN(CC)S(=O)(=O)c1ccc2oc(C(=O)Nc3ccc(C)c(Cl)c3)c(C)c2c1 | -13
COC(=O)c1cc2ccsc2n1CC(=O)N(C)c1ccccc1 | -6
O=C1CSC(c2ccc(Br)cc2)N1c1ccc(Cl)cc1 (stereo not given) | -4
CCCCC(=O)OCCNC(=O)c1cc2ccccc2oc1=O | -19
O=C(CCC1CCCCC1)Nc1ncn[nH]1 | -1
O=C(CSc1nc2ccccc2c(=O)n1CC1CCCO1)N1CCCCCC1 (stereo not given) | 0
CC1(C)Cc2ccccc2-c2nnnn21 | 3&-2
CCN1CCCC1CNC(=O)c1cc2c(-c3cccc(OC)c3)nn(C)c2s1 (stereo not given) | -14&-12

Assay outcomes as filed in PubChem.
